Pf apPOL block: Pf-apPOL inhibitors, biochemical, fluorescence; Plasmodium falciparum apicoplast DNA polymerase (apPOL); Recombinant Pf-apPOL, molecular beacon fluorescence, 1.5 h; actives 0.25% (n = 210,000); inhibition, % at 10 µM; AID 1794808, 2022
mHTT CaM bind: mutant huntingtin-calmodulin interaction inhibitors – biochemical, AlphaScreen, primary screen. P42858. AlphaScreen His-mHTT/GST-CaM binding, luminescence. inhibition, % at 15 µM. actives 3.6% (n = 190,000). AID 1671202, 2021;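 also: 0% = both proteins with DMSO and 100% = one protein alone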
* hit, by the source's call; nt = not tested or not shown; & = joins results of further samples. Rule as the data show it: active = inhibition above about 50%; inactive = the rest. An excerpt (hit frequency here may not be typical).

compound,Pf apPOL block,mHTT CaM bind
COc1ccc(C2Nc3ccccc3C(=O)N2Cc2ccco2)cc1COc1ccc(F)cc1 (stereo not given),6,39
CCOCCCn1c(=N)c(C(N)=O)cc2c(=O)n3ccccc3nc21,-1,5
CCOC(=O)C1C(=O)C=C(c2ccco2)CC1c1cccc([N+](=O)[O-])c1 (stereo not given),1,21
Cc1ccc(-c2noc(-c3c(O)c4cc(F)ccc4n(C)c3=O)n2)cc1,4,0
Cc1[nH]c2ccccc2c1SCCNC(=O)/C=C/c1ccccc1,6,39
CCC(=O)N1CCc2cc(Br)cc(S(=O)(=O)NC3CCCC3)c21,1,3
NC(=O)c1ccc[n+](CC(=O)c2cccc([N+](=O)[O-])c2)c1,-3,3
COc1ccc(C(=O)/C=C(\C)c2ccc(OC)cc2)cc1,-17,-25
COc1ccc(CCNC(=O)c2csc3c2CCCCC3)c(OC)c1,0,2
Cc1cc(Br)c2c(c1)C(=O)C(=O)N2,-6,5
O=C(NCC(O)COc1ccc([N+](=O)[O-])cc1)Nc1ccccc1 (stereo not given),-5&-4,nt
Cn1cccc1C(CNC(=O)C(=O)Nc1ccccc1Cl)N1CCc2ccccc2C1 (stereo not given),-6,15

(more compounds)
compound,Pf apPOL block,mHTT CaM bind
Cc1c(Br)c([N+](=O)[O-])nn1CC(N)=O,-3,1
CC1=NN(c2ccccc2)C(=O)/C1=C\c1cn(-c2ccccc2)nc1-c1ccccc1,0,-2
O=C(Nc1c2c(nn1-c1ccc(Cl)cc1)CSC2)c1c(F)cccc1F,2,16
CC(=O)N1CCC(CC(=O)N2CCCCC2CCN2CCCC2)CC1 (stereo not given),-3,4
CSc1ccc(CNC(=O)c2cc3c(s2)CCN(C(C)=O)C3)cc1,-8,9
O=c1[nH]c2ccccc2c2oc(-c3ccccc3)nc12,-2,nt
CCCCN1C(c2cccc(C)c2)=NS(=O)(=O)c2cc(NC(C)=O)ccc21,1,28
CC(C)C[C@@H](CSc1ccc(Br)cc1)N1CCN(C)CCC1=O,-6,31
COc1ccc(CCN2C(=O)CN(Cc3ccccc3)CC2=O)cc1OC,-16,3
COc1ccc(CNC(=O)C2CCN(S(=O)(=O)N3CCCCC3)CC2)c(OC)c1,-9,-10
O=C(CCN1CCOCC1)Nc1ccc(OC(F)(F)F)cc1,-4,-3
CCSc1cnn(C2CCCCC2)c(=O)c1Cl,-2,-11

(more compounds)
compound,Pf apPOL block,mHTT CaM bind
CN1CCC(N2CCN(C(=O)c3cn4cc(Cl)ccc4n3)CC2)CC1,-5,-1
O=C(c1ccc(-c2cccnc2)nc1)N1CCN(c2ccccc2F)CC1,0,-1
O=C(Cc1ccc([N+](=O)[O-])cc1)Nc1c(Cl)cccc1Cl,-5,1
N#CC1=C(N)Oc2c(oc(CO)cc2=O)C1c1ccco1 (stereo not given),5&7,-4&-8
COc1cccc(CC(=O)NCc2cc(C)oc2C)c1,-4,-7
COc1ccc(CC(=O)N2CCC(Cc3nnc(-c4ccccc4)o3)CC2)cc1Cl,2,24
CC(=O)SCC(C)C(=O)O (stereo not given),3,nt
CC[n+]1c(C=C2C=Cc3cc(C)ccc3N2C)sc(C)c1C,-6,29
CCOCCCNC(=O)C1CCN(c2cc(=O)n(C)c(=O)n2CC)CC1,-3,41
O=C(C1CCN(S(=O)(=O)c2cccs2)CC1)N1CCN(c2ccccc2)CC1,-5,11
Cc1ncc(CO)c2cc(C(N)=O)c(=Nc3ccc(OC(F)(F)F)cc3)oc12,-2,9
CCN(CC)C(=O)C1c2ccccc2C(=O)N(CCOC)C1c1ccc(F)cc1 (stereo not given),-1,0

More results follow:
compound,Pf apPOL block,mHTT CaM bind
COc1cc(OC)cc(C(=O)Nc2ccc(N3CCOCC3)cc2)c1,-5,7
CN(C)c1ncccc1C(=O)Nc1ccccc1F,-4,-5
O=S(=O)(Nc1ccc2c(c1)OC1(CCCC1)O2)c1ccc2c(c1)Cc1ccccc1-2,nt,63*
O=C(Nc1nncs1)c1c(F)c(F)c(F)c(F)c1F,0,0
CCCN1CCS(=O)(=O)N(Cc2cn(Cc3ccc(OC)cc3)nn2)C(C(=O)OC)C1 (stereo not given),-8,-1
COc1ccccc1NC(=O)CSc1nnc2sc3ccccc3n12,-4,3
COc1ccc(-c2noc(COc3ccccc3OC)n2)cc1,5,-48
O=C(Cn1nc2c(cc1=O)CCCC2)Nc1ccccc1Br,-6,-1
Cc1ccc(C)c(N2CCN(C(=O)c3ccccc3)C(C)C2=O)c1 (stereo not given),-1,-6
CN(C)S(=O)(=O)c1ccc(C(=O)Nc2nnc(-c3ccccc3Cl)o2)cc1,-56,32
CCOc1ccc2nc(SC/C=C/c3ccccc3)[nH]c2c1,-3,-2
Cc1[nH]nc(SCC(=O)N2CCN(c3ccc(F)cc3)CC2)c1[N+](=O)[O-],-6,10

(more compounds)
Values run as follows: Pf apPOL block | mHTT CaM bind
O=S(=O)(c1ccc(F)cc1)N1CCC2(CC1)OCCO2
    -3 | nt
CCOc1ccc(/C=c2\sc3nc(-c4cccs4)nn3c2=O)cc1OCC
    2 | -7
O=C(NCCc1csc(-c2cccs2)n1)C1CCN(C(=O)c2ccc(F)cc2)CC1
    -4 | -2
CC(=O)Nc1ncc(CN2CCOCC2)s1
    -1 | 2
CCCCNC(=O)c1cn(C2CCCCC2)c(=O)c2c1c1ccccc1n2C
    1 | 14
Cc1ccc(CSc2nnc(N)s2)c(C)c1
    8 | -9
COc1ccccc1NC=C1C(=O)OC(C)(C)OC1=O
    1 | -1
COc1ccc(-c2noc(C3CCN(CC(=O)Nc4cc(F)ccc4Cl)CC3)n2)cc1
    -4 | -9
c1ccc(CSc2nc3ccccc3[nH]2)cc1
    -6 | nt
CCOC(=O)c1c(-c2ccccc2)oc2cc(Br)c(OS(C)(=O)=O)cc12
    -4 | -33

(further entries)
Values run as follows: Pf apPOL block | mHTT CaM bind
Cc1ccc2c(C(=O)NCc3ccccc3Cl)cc(NC(=O)C(C)C)cc2n1
    0 | 58*
CC(C)NC(=O)c1ccc(OCC2CCCN2C(=O)Cc2ccc(Cl)cc2)cc1 (stereo not given)
    -7 | 21
O=C(Cc1ccccc1)Nc1ccc(Br)cn1
    -6 | -8
CC1CCCCN1CCNC(=O)c1ccc2c(c1)NC(=O)C(N1CCOCC1)S2 (stereo not given)
    -14 | -3
Cc1cc(C(=O)NCc2cccnc2)c2ccccc2n1
    -10 | -9
O=C(C1CCCN(c2cn[nH]c(=O)c2)C1)N1CCN(c2ccccc2F)CC1 (stereo not given)
    3 | 2
O=C(NCCCN1CCCCC1)C1CCN(c2cnn(Cc3ccccc3)c(=O)c2)CC1
    -6 | 11
COc1ccc(OC)c(C2Nc3ccc4ncccc4c3C3=C2C(=O)CC(c2ccccc2)C3)c1 (stereo not given)
    -3 | 13
COc1ccc(CC(=O)N2CCN=C2SCc2ccccc2C)cc1OC
    -9 | 4
COc1cc(C=O)ccc1OCCCOc1ccc(Cl)cc1
    -4 | -41

The list goes on.
Values run as follows: Pf apPOL block | mHTT CaM bind
O=C(NCCCO)c1ccc2[nH]c3c(c2c1)CCCC3
    19 | 8
Cc1cccc2sc(NC(=O)CCc3csc(NC(=O)c4ccc[nH]c4=O)n3)nc12
    6 | 48
Cn1c(C2CCN(C(=O)c3cccs3)C2)nc2cccnc21 (stereo not given)
    1 | -4
O=c1nc(SCc2cccc([N+](=O)[O-])c2)c2c(n1CCO)CCCC2
    -8 | 1
O=C(Cc1ccc(Cl)cc1)N1CCCN(c2ncccc2-c2nc(C3CC3)no2)CC1
    -3 | -1
CC(C)N(Cc1c[nH]c2ccccc12)C(=O)Nc1ccc(Cl)c(Cl)c1
    -16 | 68*
CCOc1ccc(N2C(C)=NS(=O)(=O)c3cccnc32)cc1
    1 | -1
CCCCS(=O)(=O)NC1=NCN(c2ccc([N+](=O)[O-])cc2)CN1
    1 | 2
O=C(CCN1CCN(C2c3ccccc3-c3ccccc32)CC1)Nc1ccccc1F
    -2 | 15
CN(C)c1oc(-c2ccc(Cl)cc2)nc1S(=O)(=O)c1ccc(Cl)cc1
    -1 | -4

Continuation:
Values run as follows: Pf apPOL block | mHTT CaM bind
O=C(Nc1ccc(Cl)cc1Cl)c1ccc(NC(=O)c2ccco2)cc1
    -3 | -3
Cc1noc(C)c1CN1CCN(C(=O)c2ccc3nsnc3c2)CC1
    -2 | -7
Brc1ccccc1CN1CCc2ccccc2C1
    0 | -58
CC(=O)C1=C(O)C(=O)N(CCO)C1c1ccc(F)cc1 (stereo not given)
    2 | -4
Cc1c(Cl)cccc1NC(=O)c1ccc([N+](=O)[O-])cc1
    -6 | 1
O=C(NCc1[nH]nc2ccccc12)c1cccs1
    -4 | 14
NC(=O)c1cc(NC(=O)c2cccs2)ccc1N1CCOCC1
    3 | 4
O=C(Nc1cccc2ccccc12)NC1Cc2ccccc2C1
    1&-2 | nt
Cc1ccc(SCc2nc3scc(C)n3c2Br)cc1
    -2 | -1
Cc1cc2n(n1)CCCN2C(=O)CCC(=O)NCc1ccccn1
    -6 | 3

(listing goes on)
Values run as follows: Pf apPOL block | mHTT CaM bind
CCNC(=O)Cc1nnc(-c2cccc(F)c2)o1
    0 | -8
O=C(NCc1ccccc1)C1CC(=O)N(c2ccc3c(c2)CCN3C(=O)C2CC2)C1 (stereo not given)
    -1 | 2
CSC1=N/C(=C\c2ccccc2OCc2ccccc2)C(=O)S1
    -2 | -30
COc1cccc(C(=O)NC(c2cccc([N+](=O)[O-])c2)c2cc(Cl)c3cccnc3c2O)c1 (stereo not given)
    -4 | 19
Cn1c(SCc2ccc3c(c2)OCO3)nnc1-c1ccccc1
    -6 | -3&6
O=C(c1cccc(-c2cc(Oc3ccccc3)ncn2)c1)N1CCCC1
    -4 | 3
N#CC1=CN(c2ccc(F)cc2F)c2ccccc2S1(=O)=O
    4 | -7
Cc1nccn1Cc1noc(Cc2ccccc2)n1
    -7 | 11
c1ccc(-c2nc(N3CCOCC3)nc3ccccc23)cc1
    -2 | -99
O=C(CSCc1ccc(Cl)cc1)Nc1cccc(F)c1
    2 | -44

Next part; the last 6 above are carried over.
Values run as follows: Pf apPOL block | mHTT CaM bind
Cn1c(SCc2ccc3c(c2)OCO3)nnc1-c1ccccc1
    -6 | -3&6
O=C(c1cccc(-c2cc(Oc3ccccc3)ncn2)c1)N1CCCC1
    -4 | 3
N#CC1=CN(c2ccc(F)cc2F)c2ccccc2S1(=O)=O
    4 | -7
Cc1nccn1Cc1noc(Cc2ccccc2)n1
    -7 | 11
c1ccc(-c2nc(N3CCOCC3)nc3ccccc23)cc1
    -2 | -99
O=C(CSCc1ccc(Cl)cc1)Nc1cccc(F)c1
    2 | -44
Cc1ccc(F)cc1N1C=C(C#N)S(=O)(=O)c2ccc(Cl)cc21
    -2 | -10
CCC(CC)C(=O)Nc1ccc(C)c([N+](=O)[O-])c1
    -1 | 5
O=S(=O)(NCc1ccsc1)c1cccnc1
    2 | -9
O=C(Nc1ccc2c(c1)CCC2)N1CCCn2nc(-c3ccncc3)cc2C1
    -1 | 37
CSc1cccc(N2C=C(C#N)S(=O)(=O)c3ccc(Cl)cc32)c1
    -8 | 0
CC1CCC2(CC1)OCC(C(=O)N1CCCN(C)CC1)N2C(=O)c1ccccc1F (stereo not given)
    -2 | 2
O=C(NCc1cccnc1)c1cc(I)ccc1Cl
    -3 | -2
CCOC(=O)c1cccc(NC(=O)C2CC(=O)N(c3ccc4oc(C)nc4c3)C2)c1 (stereo not given)
    -5 | -3
CC(C)C(=O)NCCc1csc(C2CCN(C(=O)C3CCCO3)CC2)n1 (stereo not given)
    -2 | 2
Cc1cc(C)cc(C(=O)N2CCC3(CC2)NC(=O)N(Cc2ccccc2Cl)C3=O)c1
    -4 | 9

Next part:
Values run as follows: Pf apPOL block | mHTT CaM bind
Cc1ccc(-c2nnc(N3CCC(C(=O)N4CCN(c5ccc(C)cc5)CC4)CC3)o2)cc1
    -4 | 2
COc1cc(NC(N)=S)c(OC)cc1Cl
    3&-19 | nt
CC1CCN(S(=O)(=O)c2ccc3[nH]cc(C(=O)NC4CCCC(C)C4C)c(=O)c3c2)CC1 (stereo not given)
    4 | 23
CCOc1ccccc1NC(=O)c1ccccc1[N+](=O)[O-]
    -6 | -5
CCCN1CCN(C(=O)C2CCN(c3cncnc3N3CCCCC3)CC2)CC1
    4 | 14
CCOc1ccc(CCNC(=O)CCc2cn(C)c3ccccc23)cc1OCC
    -17 | 38
Cc1ccccc1CNC(=O)C1(C)CCCN(C(=O)Nc2ccc(Br)cc2)C1 (stereo not given)
    -3 | -11
Cc1cc(=O)n2c3c(cc(S(=O)(=O)NC4CC4)cc13)CC2
    nt | -7
COc1ccc(C2CC(C(F)(F)F)n3nc(C(=O)Nc4cc(Cl)ccc4O)cc3N2)cc1 (stereo not given)
    -15 | 14
CN(CC1(C)CCOCC1)S(=O)(=O)c1ccc(C(F)(F)F)cc1
    -3 | -3

(list continues)
Values run as follows: Pf apPOL block | mHTT CaM bind
Cc1cccn2c(=O)c3cc(C(=O)NCc4ccc(F)cc4)sc3nc12
    4 | -5
COc1cccc(-c2nc(C3CCN(S(=O)(=O)c4cccc(Cl)c4)CC3)no2)c1
    -3 | -1
C=CCNC(=O)C(=O)NCC(c1ccc(OC)cc1)N1CCN(C)CC1 (stereo not given)
    -4 | -16
NC[C@H](O)c1ccc(O)c(O)c1
    -3 | nt
CCC(C)NC(=O)NCCC1CCN(S(=O)(=O)c2ccc(F)cc2)CC1 (stereo not given)
    -2 | 31
COc1ccc(C(=O)c2coc3ccc(OC)cc3c2=O)cc1
    -1 | -2
O=C(Cc1ccccc1F)Nc1nnc(C2CC2)s1
    -25 | nt
